# High-throughput results (PubChem BioAssay)
# VIM-2 inhibitor = blocks Pseudomonas aeruginosa VIM-2 metallo-beta-lactamase; purified VIM-2, nitrocefin hydrolysis, epi-absorbance fluorescence; inhibition, % at 5.6 µM; hit rate 0.89% among 290,000; AID 1527;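 active = inhibition above the mean of all tested compounds plus 3 SD, cutoff set per screening run, cut at about 7.5% in these data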;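 note: red hydrolysis product quenches plate fluorescence so inhibitors raise well fluorescence; 0% = enzyme with DMSO and 100% = DMSO without enzyme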
# NS3 helicase inh = HCV NS3 helicase inhibition. hit rate 0.56% among 290,000. NS3 helicase DNA unwinding, Cy5 molecular beacon fluorescence. inhibition, % at 10.9 µM;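 active = inhibition above the mean of all tested compounds plus 3 SD, set per campaign, cut at about 35% in these data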;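 note: 0% = DMSO wells and 100% = thioflavine S control wells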
#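 System: NS3 helicase fragment of HCV / Schedule: 1 h at 25 °C / Control set: DMSO alone as 0% and 110 µM thioflavine S as 100% / Reagent: Cy5/quencher beacon DNA duplex and ATP to start / Technique: Cy5 fluorescence / Replication: singlicate / Evaluation: % inhibition of end-to-start signal ratio versus controls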
# PHOSPHO1 block = PHOSPHO1 (human) inhibition. Q8TCT1. recombinant PHOSPHO1, absorbance phosphatase assay. inhibition, % at 13.3 µM. hit rate 1.1% among 290,000. AID 1565; in the data active = inhibition above about 60%
# Target sequence (Q8TCT1 whole entry, looked up): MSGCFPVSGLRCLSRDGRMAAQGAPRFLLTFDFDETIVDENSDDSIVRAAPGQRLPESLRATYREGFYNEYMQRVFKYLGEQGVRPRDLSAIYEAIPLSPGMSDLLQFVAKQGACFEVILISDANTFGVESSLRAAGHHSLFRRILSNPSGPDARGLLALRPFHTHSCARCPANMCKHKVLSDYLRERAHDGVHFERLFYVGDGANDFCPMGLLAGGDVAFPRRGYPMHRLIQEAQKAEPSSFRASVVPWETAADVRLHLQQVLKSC
# V1aR counter = counter-screen for oxytocin receptor agonists: human V1a receptor agonists. P37288. CHO-V1R cells, Fluo-8 calcium fluorescence, agonist mode; 0% DMSO, 100% 3 nM vasopressin. activation, % at 3 µM. hit rate 0.25% among 320,000. AID 2797;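 active = activation above the mean activation of all tested compounds plus 3 SD, per screening run, cut at about 20% in these data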;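 note: signal is peak over basal fluorescence ratio across a 100 second FLIPR read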
# Target sequence (P37288 whole entry, looked up): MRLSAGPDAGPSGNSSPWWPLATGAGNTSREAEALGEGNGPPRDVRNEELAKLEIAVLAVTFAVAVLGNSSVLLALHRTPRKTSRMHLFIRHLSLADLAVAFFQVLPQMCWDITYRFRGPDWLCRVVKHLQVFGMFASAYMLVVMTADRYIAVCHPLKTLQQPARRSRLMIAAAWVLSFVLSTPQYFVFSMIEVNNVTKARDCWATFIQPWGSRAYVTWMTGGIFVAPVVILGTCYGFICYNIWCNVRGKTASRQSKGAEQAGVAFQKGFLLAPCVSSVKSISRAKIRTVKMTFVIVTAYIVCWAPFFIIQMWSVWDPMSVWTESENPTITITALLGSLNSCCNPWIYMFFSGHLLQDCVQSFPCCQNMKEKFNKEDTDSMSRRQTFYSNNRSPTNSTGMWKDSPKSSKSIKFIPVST
# IMP-1 inh = inhibitors of Pseudomonas aeruginosa IMP-1 metallo-beta-lactamase; purified IMP-1, nitrocefin hydrolysis, epi-absorbance fluorescence; inhibition, % at 5.6 µM; hit rate 0.45% among 290,000; AID 1556;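 active = inhibition above the mean plus 3 SD of all compounds in the same screening run, cut at about 4.5% in these data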;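 note: 0% = IMP-1 with DMSO and 100% = DMSO wells lacking enzyme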
#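 Assay system: purified IMP-1; Quantity: IMP-1 0.2 nM before substrate addition; Medium: HEPES buffer pH 7.1 with ZnSO4 and Brij 35; Incubation: 15 min enzyme–compound preincubation, then 25 min nitrocefin reaction, 25 °C; Signal: fluorescence quenching readout, ex 480/em 530 nm; Controls: DMSO with and without IMP-1; Repeats: singlicate testing.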
# DNA FID counter = counter-screen for HCV NS3 helicase inhibitors: DNA intercalator displacement; DNA fluorescent intercalator displacement, fluorescence; inhibition, % at 7.9 µM; hit rate 0.17% among 290,000; AID 1845; in the data active = inhibition above about 37%;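 note: 0% = vehicle and 100% = reference compound; higher means more ethidium bromide displaced from hairpin DNA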
# GalR3 antagonist = antagonists of human GalR3; O60755; HEK293 GalR3-CNG cAMP membrane potential fluorescence; galR3 body fused to GalR1 C-terminus; inhibition, % at 3 µM; hit rate 0.44% among 360,000;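 active = inhibition above the screen-wide average plus 3 SD, cut at about 13% in these data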;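 note: forskolin and galanin both at EC90 stimulate the cells; cAMP rise reported by CNG channel membrane potential dye signal; 0% = forskolin plus galanin with DMSO and 100% = forskolin alone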
# Target sequence (O60755 1-299 limits assumed): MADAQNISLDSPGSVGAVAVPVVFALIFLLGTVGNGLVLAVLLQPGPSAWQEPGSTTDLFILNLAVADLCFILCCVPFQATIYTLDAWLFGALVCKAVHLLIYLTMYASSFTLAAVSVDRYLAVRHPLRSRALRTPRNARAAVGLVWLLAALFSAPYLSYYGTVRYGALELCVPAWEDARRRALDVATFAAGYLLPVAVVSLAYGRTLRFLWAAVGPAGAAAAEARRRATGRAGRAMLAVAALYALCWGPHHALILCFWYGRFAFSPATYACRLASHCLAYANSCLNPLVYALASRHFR
# OXTR agonist = activates the human oxytocin receptor; P30559; CHO-OTR cells, Fluo-8 calcium fluorescence; normalized: DMSO 0%, oxytocin 100%; activation, % at 3 µM; hit rate 0.32% among 320,000; AID 2435;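 active = activation above the mean of all tested compounds plus 3 SD, cutoff set per screening run, cut at about 20% in these data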;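 note: peak over basal fluorescence ratio from a 100 s FLIPR kinetic read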
# GPR7 antagonist = blocks human GPR7 receptor signaling; hit rate 1.1% among 290,000; AID 1861; GPR7-expressing cells, fluorescence antagonist assay; inhibition, % at 4.4 µM; P48145; in the data active = inhibition above about 16%, passing the limit was not always enough;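 note: cells stimulated with the agonist NPW; 0% = agonist with vehicle and 100% = vehicle without agonist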
# Starred values were filed as active, the others as inactive; · = not tested or not shown; & = joins results of further samples.
Structure,VIM-2 inhibitor,NS3 helicase inh,PHOSPHO1 block,V1aR counter,IMP-1 inh,DNA FID counter,GalR3 antagonist,OXTR agonist,GPR7 antagonist
COc1cc(/C=C2/SC(N)=NC2=O)ccc1Oc1ccc([N+](=O)[O-])cc1[N+](=O)[O-],0.8,27.8,6.0,-0.6,0.2,3.9,-6.3,-1.7,4.5
C=CCn1c(CCc2cc(C(C)(C)C)c(O)c(C(C)(C)C)c2)n[nH]c1=S,-3.2,-0.4,-102.8,-0.7,-3.3,-57.0,-0.2,-1.7,5.2
Nc1nnc(N2CCc3ccccc32)s1,-1.8,1.1,-25.6,-1.2,-2.8,2.0,-3.7,-1.2,-15.1
CC12COC3(C(N)=O)CC1CCC32C (stereo unspecified),-4.7,-10.0,0.8,0.7,-3.3,1.1,8.7,1.2,-11.5
Cc1cc(NC(=O)c2cncc(Br)c2)n(-c2ccccn2)n1,-3.9,-1.4,18.9,·,-2.1,-6.2,-1.1,·,-8.7
CNCCCOc1ccc2c(c1)CCC2,-2.2,3.3,-3.0,3.4,1.5,22.0,-1.2,1.4,-1.4
COc1cc(NS(=O)(=O)c2ccc(NC(=O)COc3ccccc3Cl)cc2)nc(OC)n1,-0.8,5.3,11.3,0.4,-3.1,-36.7,-1.9,0.4,6.2
COC(=O)c1ccc(N=NNc2ccc(C(=O)OC)cc2)cc1,-2.5,-12.2,2.4,1.0,-3.6,-1.2,-1.4,-0.5,-4.4
Cc1ccc(C(=O)N/C(=C\c2ccc(-c3cccc([N+](=O)[O-])c3)o2)C(=O)NCCCN(C)C)cc1,-1.9,-57.2,3.3,-0.5,-5.2,31.4,-0.7,-0.8,-13.8
Cc1cc(C(=O)OCC(=O)Nc2cc(C(F)(F)F)ccc2N2CCOCC2)c(C)o1,-1.8,10.2,20.1,-0.4,-3.1,-3.9,-6.0,-1.8,2.9
CC(=O)c1ccc(NC(=O)CSc2nnc(NC(=O)C3CC3)s2)cc1,-2.3,-3.5,42.6,1.1,-1.6,-7.4,-2.7,0.4,-10.7
Cc1cc(C)c(S(=O)(=O)N(C)CC(=O)N2CCCCC2)c(C)c1,-1.8,-1.0,-12.2,5.9,-5.6,-21.7,-2.5,0.4,-2.3
CN(C)S(=O)(=O)c1ccc(Cl)c(NC(=O)CN2CCc3ccccc3C2)c1,-4.0,-0.8,33.9,2.0,-3.6,-26.5,-4.0,0.3,-4.4
Cc1ccc(S(=O)(=O)N2CCCC(C(=O)NCC(C)C)C2)cc1 (stereo unspecified),0.2,5.7,-11.8,-0.3,-0.6,-2.6,-5.0,0.4,-0.7
S=c1[nH]nc(C2CCCCC2)n1/N=C/c1cccc(Cl)c1Cl,-4.7,20.9,-64.8,·,-3.0,-46.3,-4.0,·,-16.1
CCOc1ccc(-c2noc(CCCC(=O)NCC3CCCO3)n2)cc1OC (stereo unspecified),0.1,-3.3,22.6,-0.3,-2.4,-32.0,-3.0,0.1,-3.1
Cc1cccn2c(=O)c3cc(C(=O)NC4CCS(=O)(=O)C4)sc3nc12 (stereo unspecified),15.2*,6.0,8.6,1.1,-3.9,-0.9,4.2,0.0,-4.7
C/C(=N\NC(=O)c1ccc(CN2CCOCC2)cc1)c1cccc([N+](=O)[O-])c1,-1.9,-5.2,-5.8,-0.2,-0.8,-4.0,-1.7,-0.5,-1.1
CC(C)NC(=O)N1CCC(n2nccc2NC(=O)CCOc2ccccc2)CC1,-1.1,2.4,36.6,0.5,-1.0,-8.7,0.8,0.2,-22.5
Cn1c2ccccc2c2cc([N+](=O)[O-])ccc21,-1.6,-1.4,15.9,-2.5,-1.7,6.7,3.4,-2.4,-8.4
CC1(C)Cc2c(sc(NC(=O)C(C)(C)C)c2C#N)C(C)(C)N1,-5.4,-1.4,-8.3,0.0,-3.4,5.4,-2.5,0.2,-18.6
Cc1cc(C)cc(N(C(=O)c2nsc(Cl)c2Cl)C(C(=O)NC2CCCC2)c2ccc(O)cc2)c1 (stereo unspecified),-3.4,-30.1,4.6,-0.3,-1.2,-14.3,-1.3,-2.3,-2.4
O=S(=O)(NC1CCCCC1N1CCCCC1)c1ccccc1 (stereo unspecified),0.7,-3.7,30.8,-0.5,0.2,-2.7,-12.1,-0.9,9.1
O=C(CN(C(=O)c1ccc(Cl)cc1)N1C(=O)C2C3C=CC(C3)C2C1=O)c1cccs1 (stereo unspecified),-1.5,-5.5,24.7,0.1,-1.5,-15.2,-0.6,0.3,-7.5
CCOC(=O)C1=C(C)NC(=O)CC1c1ccccc1OC (stereo unspecified),-1.7,4.2,1.2,-1.1,-2.5,-2.5,-4.9,-1.4,-7.0
Cc1ccc(CSCCNC(=O)/C=C/c2ccccc2Cl)cc1,-0.9,3.3,18.3,-0.1,-2.4,-0.6,-1.6,-0.4,2.9
CC1COC(Cn2c3ccccc3c3ccccc32)O1 (stereo unspecified),-4.6,-6.2,11.9,-1.6,-4.1,-12.8,-7.1,-3.0,-1.3
C/C(=N\NC(=O)COc1ccc(C)cc1Br)c1cc([N+](=O)[O-])cs1,-4.4,2.3,41.1,2.1,-3.1,1.5,-6.0,2.6,-8.3
COC(=O)[C@@H](NC(=O)c1ccccc1OC1CCN(S(C)(=O)=O)CC1)C(C)C,-2.7,2.4,44.9,0.6,-3.5,-24.9,-13.5,0.7,-3.5
O=C(CCS(=O)(=O)c1ccc(Cl)cc1)Nc1nc(-c2cccnc2)cs1,-2.9,2.7,30.2,0.0,-3.6,-2.3,-7.1,1.0,-5.2

# Whole records from above. Screens in order: VIM-2 inhibitor	NS3 helicase inh	PHOSPHO1 block	V1aR counter	IMP-1 inh	DNA FID counter	GalR3 antagonist	OXTR agonist	GPR7 antagonist
# COC(=O)c1ccc(N=NNc2ccc(C(=O)OC)cc2)cc1 is listed as -2.5	-12.2	2.4	1.0	-3.6	-1.2	-1.4	-0.5	-4.4
# C/C(=N\NC(=O)c1ccc(CN2CCOCC2)cc1)c1cccc([N+](=O)[O-])c1 is listed as -1.9	-5.2	-5.8	-0.2	-0.8	-4.0	-1.7	-0.5	-1.1

# Looked up above.
# VIM-2 inhibitor result of Cc1cc(C)cc(N(C(=O)c2nsc(Cl)c2Cl)C(C(=O)NC2CCCC2)c2ccc(O)cc2)c1 (stereo unspecified) : -3.4
# GPR7 antagonist result of Cc1ccc(C(=O)N/C(=C\c2ccc(-c3cccc([N+](=O)[O-])c3)o2)C(=O)NCCCN(C)C)cc1 : -13.8

# Next section
Structure,VIM-2 inhibitor,NS3 helicase inh,PHOSPHO1 block,V1aR counter,IMP-1 inh,DNA FID counter,GalR3 antagonist,OXTR agonist,GPR7 antagonist
Cc1cc(NS(=O)(=O)c2ccc(NC(=O)/C=C/c3c(F)cccc3Cl)cc2)nc(C)n1,-2.7,36.4*,·,0.4,-0.6,-25.8,-2.9,-0.1,-3.0
COc1cc(/C=N/Nc2ccc(Cl)c(C(=O)O)c2)ccc1OCC(=O)N1C(C)CCCC1C (stereo unspecified),-0.1,45.2*,27.7,-0.2,-1.9,-30.8,·,0.6,-3.3
CCn1cc(C(=O)NCc2ccccc2F)c(=O)c2ccc(C)nc21,2.1,-14.8,15.0,-0.3,-4.0,-17.3,·,0.8,-13.6
COc1ccc(NC(=S)NC(NC(=O)/C=C/c2ccccc2)C(Cl)(Cl)Cl)cc1 (stereo unspecified),-0.6,16.4,32.5,0.8,-1.2,-5.3,-0.4,2.0,0.4
Cc1c(CC(=O)NCC(C)C)c(=O)oc2cc3c(cc12)CCC(C)(C)O3,-3.9,9.0,37.1,8.5,-2.8,-33.8,-8.3,8.9,-5.4
O=C(CN1CCC(O)(c2ccc3c(c2)OCO3)CC1)N1CCOCC1,-0.8,-3.3,-9.2,-0.1,-1.0,-5.2,-1.2,0.6,-4.0
Cc1ccc(C2CC(c3cccc(Br)c3)n3nc(N)nc3N2)cc1 (stereo unspecified),-0.6,-5.6,34.3,4.3,-3.6,-27.2,-1.9,7.2,11.8
CCc1nc(CNC(=O)C2CCC(=O)N(Cc3cccc(OC)c3)C2)no1 (stereo unspecified),-1.1,-1.8,14.6,0.5,-0.5,-12.6,-3.2,0.0,-9.8
Cc1cc(C)nc(CCNC(=O)c2cc(COc3c(F)cccc3F)on2)n1,-0.3,8.5,18.3,-0.6,-0.4,-13.9,-3.9,-0.4,-7.1
CCCCCC(=O)N1CCN(CCN=CC2=C(O)CC(c3ccc(OC)cc3)CC2=O)CC1 (stereo unspecified),-2.3,-0.7,-17.9,1.4,-2.6,-9.9,-6.4&3.2,-1.5,-7.3
O=C(O)CCCNC(=O)/C(=C\C=C\c1ccccc1)NC(=O)c1ccccc1Cl,-1.8,7.4,8.0,2.7,-0.7,-37.2,2.0,0.5,-8.8
CN(C)CCCN(C(=O)c1ccc(S(=O)(=O)N2CCCCCC2)cc1)c1nc2ccc(Br)cc2s1,-1.9,-35.9,17.6,9.7,-0.5,32.6,-3.6,20.8*,28.6*
COc1ccccc1N1N=C(C(=O)c2ccccc2)C2C(=O)N(c3ccc(Br)cc3)C(=O)C21 (stereo unspecified),-0.4,8.1,6.1,2.1,-3.0,-9.2,-4.1,2.1,-7.9
C#CCOc1ccc(/C=C2/C(=O)ON=C2C)cc1OCC,6.5,32.1,34.0,0.9,-0.4,5.1,-7.7,0.5,6.0
CN(C(=O)CSc1nc(-c2ccccc2)c(-c2ccccc2)o1)C1CCS(=O)(=O)C1 (stereo unspecified),-2.3,2.5,-13.7,1.5,-2.7,-13.0,-1.6,-0.2,-14.5
O=C(c1cccc(NC2=NC3CS(=O)(=O)CC3S2)c1)N1CCN(c2cccc(Cl)c2)CC1 (stereo unspecified),0.6,7.7,7.0,-0.1,-2.8,-33.2,·,0.5,-5.8
CCn1c(SCc2ccc(F)cc2)nnc1-c1nn(-c2ccccc2)ccc1=O,-0.8,-7.2,-9.4,0.0,0.0,-29.2,3.6,1.4,1.9
COc1ccc(CSc2nc3ccccc3[nH]2)cc1,-1.6,-2.7,31.4,4.5,-2.6,-0.1,-5.8,8.4,4.3
Cc1cc2cc(CN(CC3CCCO3)C(=S)Nc3ccccc3)c(=O)[nH]c2cc1C (stereo unspecified),-1.6,-2.7,-25.3,-0.6,-1.0,-2.7,-4.8,-1.7,2.8
Cc1cccc(N(Cc2ccc(Cl)cc2)S(C)(=O)=O)c1,-2.0,-25.3,37.0,0.5,-3.1,-8.7,-6.3,-1.2,-6.4
O=C(CCS(=O)(=O)Cc1ccccc1F)NCc1ccccc1Cl,-2.3,1.6,21.4,-0.2,-1.8,-5.4,-5.2,-1.4,-3.6
Cn1c(NCCCO)nc2c1c(=O)n(Cc1ccccc1F)c(=O)n2C,-1.8,0.1,6.3,0.0,-4.2,-2.9,-0.3,1.8,-10.0
CCn1ccc(C(=O)Nc2ncc(C)s2)n1,-4.4,2.0,17.6,0.1,-2.5,0.5,-4.2,-0.2,-1.2
CN(Cc1ccccc1)Cc1nc2c([nH]1)c(=O)n(C)c(=O)n2C,-5.1,6.0,-10.8,1.1,-3.6,-3.7,0.6,0.2,12.1
CC(C)(C)c1cc(C(=O)N/N=C/c2ccncc2)n[nH]1,-0.8,-3.7,9.6,1.2,-1.6,-8.3,-2.6,0.2,-14.0
